Yfh1-depleted yeast – enhancers of respiration in Yfh1-depleted yeast, dose response, Friedreich's ataxia, plus single-dose screen (AID 1465); S. cerevisiae Yfh1-off respiration, WST-1 reduction, 72 h; higher fold induction means a stronger effect; fold induction at 50 µM; hits with a dose series show EC50 in µM; hit rate 0.074% among 220,000;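 active = fold induction of absorbance versus untreated yeast above a set limit, then at least 30% activation at any dose in follow-up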;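 note: activators that raise dye reduction in frataxin-depleted yeast; strong numbers were not always called active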
KOR beta-arrestin-1 – KOR antagonists, beta-arrestin recruitment, cell-based, luminescence, uHTS (AID 1778); KOR beta-arrestin recruitment, luminescence, antagonist mode; higher % means a stronger effect; one-dose inhibition, % at 10 µM; IC50 in µM for titrated hits; hit rate 0.091% among 290,000; note: strong numbers were not always called active
AID2073 – disruptors of CaV2.2 binding to Mint1 – biochemical, HTRF (AID 2073) | one-dose inhibition, % at 20 µM; IC50 in µM for titrated hits | HTRF protein-protein interaction, Mint1-CaV2.2; higher % means a stronger effect | hit rate 0.19% among 290,000; in the data active = inhibition mostly above about 51%, no sharp cut-off; note: some results filed as inactive read as strong as hits
Dengue-2 NS5 capping – Dengue-2 NS5 methyltransferase inhibitors, primary screen, biochemical, confirmation dose response (AID 588689). Dengue-2 NS5 methyltransferase capping enzyme assay, biochemical; higher % means a stronger effect. one-dose inhibition, % at 25 µM; IC50 in µM for titrated hits. hit rate 0.3% among 340,000; in the data active = a potency from the dose series
NOD2 inhibition – NOD2 signaling inhibitors, cell-based, luminescence, uHTS, HEK293 (AID 1566); hit rate 0.63% among 290,000; one-dose inhibition, % at 4 µM; EC50 in µM for titrated hits; HEK293 NOD2/NF-kB luciferase reporter, luminescence; higher % means a stronger effect; note: many of its hits are not listed in these tables
NOD1 inhibition – inhibition of NOD1-driven NF-kB reporter – cell-based, luminescence, uHTS, primary screen (AID 1578); NOD1-driven NF-kB luciferase reporter cells, luminescence; higher % means a stronger effect; one-dose inhibition, % at 4 µM; EC50 in µM for titrated hits; hit rate 1% among 290,000; in the data active = inhibition mostly above about 36%, no sharp cut-off; inactive = mostly below about 34%;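 note: HEK-293T reporter cells stimulated with the NOD1 agonist gamma-tri-DAP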
KOR beta-arrestin-2 – KOR agonists, beta-arrestin recruitment, primary screen, cell-based, luminescence, uHTS (AID 1777) | KOR beta-arrestin recruitment, luminescence; higher % means a stronger effect | activation, % at 10 µM; hits with a dose series show EC50 in µM | hit rate 0.02% among 280,000; in the data active = activation above about 50%, passing the limit was not always enough; note: a part of the inactive calls stands beside numbers as strong as those of hits
West Nile antiviral – West Nile virus antiviral activity, cell-based, CPE readout (AID 1621) | West Nile virus-infected cells, CPE inhibition; higher % means a stronger effect | one-dose CPE inhibition, % at 10 µM; IC50 in µM for titrated hits | hit rate 0.02% among 290,000; in the data active = a potency from the dose series; note: strong numbers were not always called active
HIV fusion peptide – cell-free HIV fusion peptide-binding blockers – biochemical, uHTS, fluorescence dequenching, primary screen (AID 1986) | cell-free peptide binding, fluorescence dequenching, 30 min; higher % means a stronger effect | inhibition, % at 20 µM, or IC50 in µM where a hit was titrated | hit rate 0.3% among 290,000; in the data active = inhibition mostly above about 52%, no sharp cut-off; inactive = mostly below about 76%; note: some results filed as inactive read as strong as hits
* hit, by the source's call; i = inactive; . = not tested or not shown; [ ] = another dose, or the depositor's remark. Cut-off read from the data, not from the text of the source, unless noted: active = inhibition above about 50%; inactive = the rest. Not all compounds are listed (hit frequency here may not be typical).

SMILES	Yfh1-depleted yeast	KOR beta-arrestin-1	AID2073	Dengue-2 NS5 capping	NOD2 inhibition	NOD1 inhibition	KOR beta-arrestin-2	West Nile antiviral	HIV fusion peptide
CC(=O)N1N=C(c2ccncc2)OC12CCCC2	i	-38%	-4%	0%	14%	-5%	0.6%	-0.1%	-1.1%
CCOC(=O)N1CCC(N2Cc3cccc(C(=O)NCc4ccc5c(c4)OCO5)c3C2=O)CC1	i	12%	0%	-1%	10%	-4%	-3.8%	-0.7%	-1.1%
O=C1c2ccccc2C(=O)C12OC(c1ccccc1)C1(C(=O)c3ccccc3C1=O)C2c1cccc([N+](=O)[O-])c1 (configuration not stated)	i	13%	23%	.	20%	-22%	-3.6%	0.4%	3.4%
CN=C1S/C(=C/c2cn(CC(=O)OC)c3ccccc23)C(=O)N1C	i	3%	-18%	-7%	-14%	5%	0.9%	0.6%	-2.5%
Cc1c(=O)n(OCc2cccc(F)c2)c2ccccc2[n+]1[O-]	i	-5%	2%	0%	1%	.	1.9%	-0.2%	-2.3%
CCOc1ccc(N2C(=O)C3C4C=CC([C@H]5CC45)[C@@H]3C2=O)cc1 (some centres not stated)	.	13%	7%	1%	-8%	-1%	-2.5%	-0.9%	-1.1%
CCCCNC(=O)CC(C(=O)N1CCc2ccccc21)n1ccnc1 (configuration not stated)	i	-14%	1%	1%	12%	4%	0.5%	-0.7%	-2.0%
Cc1ccc2[nH]c(CSc3ccccc3)cc(=O)c2c1	.	10%	13%	2%	12%	11%	-4.9%	-0.7%	-2.6%
COC(=O)c1c(NC(=O)Cn2cc([N+](=O)[O-])cn2)sc2c1CCC2	i	-30%	28%	2%	13%	-20%	-1.3%	-0.3%	1.1%
CCOC(=O)/C(C)=N/Nc1nc(-c2ccc(NC(C)=O)cc2)cs1	i	15%	-2%	.	-64%	4%	4.4%	0.4%	-1.8%
CN1CCN(CC(=O)Nc2ccccc2Sc2ccccc2)CC1	i	-4%	-3%	1%	23%	-14%	-2.8%	-0.7%	-0.6%
CCOc1ccccc1NC(=O)C1C2C=CC(O2)C1C(=O)O (configuration not stated)	i	25%	4%	-4%	0%	-7%	4.2%	0.3%	-0.3%
Cc1ccc(NC(=O)C2CC(=O)N/C(=N/NC(=O)c3ccc(C)cc3)S2)cc1 (configuration not stated)	i	19%	-2%	4%	-6%	-42%	-2.9%	-0.5%	14%
CCOC(=O)N1CCN(C(=O)COc2ccc(Cl)cc2)CC1	i	10%	-2%	-2%	7%	-9%	-0.2%	0.3%	-1.2%
Cc1ccc(NC(=O)COc2ccc(C3SCCS3)cc2)cc1	i	.	19%	-1%	5%	-2%	-0.6%	0.0%	0.6%
Cc1ccsc1/C=N/NC(=O)C(=O)NCC(C)C	i	19%[20 µM]	4%	8%	-60%	-4%	-0.2%	-0.5%	-1.8%
Cc1ccnc2nc(C(=O)OCC(=O)NC(=O)NCc3ccco3)nn12	i	-7%	7%	-4%	4%	-22%	-4.1%	0.1%	1.4%
C=CCS(=O)(=O)N1CCCC(C(=O)c2cccc(Cl)c2)C1 (configuration not stated)	i	-8%	9%	1%	6%	-22%	4.7%	-0.4%	1.1%
COc1ccc(-c2c(-c3ccc(OCC(=O)NN)cc3O)n[nH]c2C)cc1OC	.	-25%	11%	0%	-18%	-15%	-1.6%	0.0%	-1.4%
CCn1c(Cc2c(C)[nH]c3ccccc23)nnc1SCC(N)=O	i	4%	-15%	-3%	8%	-18%	-3.2%	-0.1%	-0.6%

Random excerpt: two compounds from above.
SMILES	Yfh1-depleted yeast	KOR beta-arrestin-1	AID2073	Dengue-2 NS5 capping	NOD2 inhibition	NOD1 inhibition	KOR beta-arrestin-2	West Nile antiviral	HIV fusion peptide
O=C1c2ccccc2C(=O)C12OC(c1ccccc1)C1(C(=O)c3ccccc3C1=O)C2c1cccc([N+](=O)[O-])c1 (configuration not stated)	i	13%	23%	.	20%	-22%	-3.6%	0.4%	3.4%
Cc1ccc(NC(=O)C2CC(=O)N/C(=N/NC(=O)c3ccc(C)cc3)S2)cc1 (configuration not stated)	i	19%	-2%	4%	-6%	-42%	-2.9%	-0.5%	14%

Next section
SMILES	Yfh1-depleted yeast	KOR beta-arrestin-1	AID2073	Dengue-2 NS5 capping	NOD2 inhibition	NOD1 inhibition	KOR beta-arrestin-2	West Nile antiviral	HIV fusion peptide
O=C(NC1CCCC1)C(c1ccco1)N(Cc1ccccc1)C(=O)c1csnn1 (configuration not stated)	i	12%	-30%	1%	0%	-4%	-0.8%	-1.3%	-1.1%
Cc1ccc(S(=O)(=O)N2CCN(c3ccc4nnc(-c5ccccc5)n4n3)CC2)cc1	i	-8%	2%	0%	31%	1%	5.1%	-0.3%	3.2%
C=CCSc1nc2ccccc2n1Cc1nnc(-c2cccs2)o1	i	22%	-2%	-11%	9%	2%	-8.0%	0.1%	-0.8%
COc1ccccc1C(=O)N=C1SC2CS(=O)(=O)CC2N1c1ccccc1 (configuration not stated)	.	-6%	9%	-4%	-23%	-26%	3.6%	0.1%	0.6%
Cc1cc(NC(=O)c2ccccc2)ccc1NC(=O)c1ccccc1Cl	.	-15%[20 µM]	-8%	-10%	7%	5%	3.5%	-0.5%	0.0%
COCCCn1c(SCC(N)=O)nnc1-c1ccccc1	i	-8%	-2%	0%	-1%	-5%	-1.0%	0.5%	2.7%
CCc1ccccc1NC(=O)C1CCCN(c2nccc(C)n2)C1 (configuration not stated)	.	-21%	1%	-2%	16%	-44%	-3.1%	-0.9%	-0.8%
C=CCn1c(SCC(=O)Nc2ccc(C)cc2C)nnc1-c1cccnc1	i	-9%	-7%	-4%	15%	-5%	0.8%	-0.3%	12%
O=C(COc1ccccc1)NCC(=O)N/N=C/c1ccc(Cl)cc1	.	-21%	5%	6%	-1%	-9%	-0.6%	0.4%	0.3%
Cc1cccc(C)c1OC(=O)CN1C(=O)c2ccccc2C1=O	.	-18%	12%	-2%	-5%	10%	2.6%	-0.2%	0.2%
Cc1ccc(Nc2nc(N)nc(CN3CCCCCC3)n2)cc1	i	10%	-2%	-18%	3%	.	-0.6%	-0.4%	2.0%
FC(F)Oc1cccc2cccnc12	i	-36%	-2%	-2%	15%	3%	1.2%	0.0%	0.2%
COC(=O)[C@@H](N)CS	i	-8%	-24%	0%	4%	-30%	1.9%	0.6%	1.6%
CCc1cc2c(COC(=O)c3c(C)noc3C)cc(=O)oc2cc1O	i	8%	22%	-6%	20%	-13%	0.6%	-1.0%	34%
O=C(CN(Cc1ccc(F)cc1)C(=O)c1csnn1)NCc1ccccc1	.	-3%	-4%	-3%	-3%	-23%	-3.4%	-0.3%	0.9%
CC(=O)Nc1ccc(Nc2nc3ccccc3n3cnnc23)cc1	.	6%	32%	-9%	3%	-5%	12%	-0.5%	-4.0%
O=C(Cc1ccc(F)cc1)N/N=C/c1ccncc1	i	-30%	-3%	-2%	-3%	-24%	1.5%	0.0%	2.2%
C=C(C)C(=O)Nc1cccnc1Oc1ccc(F)cc1	i	14%	8%	-9%	3%	-11%	2.7%	-0.6%	-1.5%
CC1C(C#N)=C(SCC(N)=O)NC2=C1C(=O)CC(C)(C)C2 (configuration not stated)	i	-6%	57%	.	15%	-21%	-5.0%	-0.2%	-1.7%
COc1ccc(-c2csc(N(CC3CCCO3)C(=O)c3ccc(C)cc3)n2)cc1 (configuration not stated)	i	2%	10%	0%	6%	10%	-1.5%	-0.7%	-3.4%
Cc1ccc2nc(C)cc(N3CCOCC3)c2c1	i	12%	1%	-1%	-7%	-22%	4.9%	-0.3%	-1.0%
O=C(CSc1nc2ccccc2s1)Nc1ccc2c(c1)OCO2	i	0%	9%	8%	-10%	12%	-1.4%	-0.1%	-1.7%
CCn1cc(CN2CCC(n3nccc3NC(=O)c3ccc(OC)cc3)CC2)cn1	.	-36%	10%	3%	-2%	-11%	4.2%	-0.1%	0.4%
COc1ccc2oc3cc(C)[n+]([O-])c(-c4ccc(C)cc4)c3c2c1	i	-17%	12%	-7%	9%	-30%	1.7%	-0.1%	0.8%
Cn1nnnc1SCC(=O)Nc1cccc(S(=O)(=O)N2CCCC2)c1	i	2%	3%	-1%	9%	-33%	-3.6%	-0.7%	-1.5%
COc1ccc(-c2nnnn2CCc2ccccc2)cc1	i	30%	-6%	-1%	-10%	-31%	-3.4%	0.0%	-2.7%
COC(=O)c1cc2ccccc2c(=O)s1	i	-3%	-2%	-4%	-3%	7%	-5.1%	0.0%	-4.4%
O=C(NCc1nnc(SCC(=O)N2CCCCCC2)o1)c1ccc(F)cc1	.	-4%	5%	-1%	4%	6%	-3.4%	0.1%	-1.1%
O=C(Nc1ccc(Cl)cc1)[C@@H]1[C@@H]2C(=O)N(c3ccc(Cl)cc3)C(=O)[C@@H]2[C@H]2C=CC=NN21	i	-7%	11%	-10%	-12%	-3%	1.0%	-0.5%	26%
CCCCCCOC(=O)C(C#N)c1nc2ccccc2nc1N1CCCCC1 (configuration not stated)	i	6%	5%	-7%	-3%	3%	0.7%	1.3%	5.2%
CCOC(=O)C1CCN(C(=O)C2CCCN2S(=O)(=O)c2ccc(Cl)cc2)CC1 (configuration not stated)	.	-26%	-2%	-3%	0%	-24%	2.3%	-0.2%	-0.5%
COc1ccc(/C(C)=N/NC(=O)CNC(=O)/C=C\c2ccccc2OC)c(OC)c1	.	-22%	11%	-4%	11%	-15%	1.6%	-0.9%	-0.2%
O=S(=O)(c1ccc(NC(=S)NC2CCCC2)cc1)N1CCCC1	i	-19%	-10%	.	-4%	-19%	0.8%	-0.9%	-0.5%
COc1cc2nc(CN(CCC(C)C)Cc3nc4cc(OC)c(OC)cc4c(=O)[nH]3)[nH]c(=O)c2cc1OC	i	-34%	2%	-6%	8%	-16%	2.4%	0.1%	-2.1%
COc1ccc2c(c1)C(c1ccc(C)o1)=NNC(c1ccccc1)=N2	i	-8%[20 µM]	-2%	1%	-19%	-10%	-3.0%	-1.8%	-2.8%

Six compounds from above, limited to NOD2 inhibition:
SMILES	NOD2 inhibition
Cn1nnnc1SCC(=O)Nc1cccc(S(=O)(=O)N2CCCC2)c1	9%
O=C(Nc1ccc(Cl)cc1)[C@@H]1[C@@H]2C(=O)N(c3ccc(Cl)cc3)C(=O)[C@@H]2[C@H]2C=CC=NN21	-12%
COC(=O)c1cc2ccccc2c(=O)s1	-3%
COc1cc2nc(CN(CCC(C)C)Cc3nc4cc(OC)c(OC)cc4c(=O)[nH]3)[nH]c(=O)c2cc1OC	8%
COc1ccc2oc3cc(C)[n+]([O-])c(-c4ccc(C)cc4)c3c2c1	9%
COc1ccc(-c2nnnn2CCc2ccccc2)cc1	-10%

Bioassay records deposited in PubChem BioAssay by several laboratories.
